HCV inhibitor: blocks hepatitis C virus; Potency, µM (doses to about 41.8 µM), for the others: top-dose activity change, negative = inhibition, hits mostly inhibitors; Huh7.5.1 HCVcc-Cre infection, luciferase reporter, 44 h; 340,000 compounds, 3.4% hits; further: potency means the concentration at half of the fitted maximal effect
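After 44 h co-culture of compound, cells and HCVcc-Cre (~0.5 moi), substrate is added for 15 min at room temperature and luciferase measured over 15 sec. Cells were seeded at 1,000/well and pre-cultured 4 h.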
AmpC inh detg: AmpC beta-lactamase inhibition with detergent present | AmpC hydrolysis of nitrocefin, absorbance 480 nm, 0.01% Triton | Potency, µM (highest dose often 114 µM), for the others: at the highest dose activity change, negative = inhibition, hits mostly inhibitors | P00811 | 370,000 compounds, 0.041% hits;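 further: potency means the concentration at half of the fitted maximal effect; 0% = no-compound wells and -100% = no-enzyme wells; nearly all actives have a fitted effect of over 25% in size; some results filed as inactive show a strong effect at the top dose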
Target sequence (P00811 whole entry, looked up): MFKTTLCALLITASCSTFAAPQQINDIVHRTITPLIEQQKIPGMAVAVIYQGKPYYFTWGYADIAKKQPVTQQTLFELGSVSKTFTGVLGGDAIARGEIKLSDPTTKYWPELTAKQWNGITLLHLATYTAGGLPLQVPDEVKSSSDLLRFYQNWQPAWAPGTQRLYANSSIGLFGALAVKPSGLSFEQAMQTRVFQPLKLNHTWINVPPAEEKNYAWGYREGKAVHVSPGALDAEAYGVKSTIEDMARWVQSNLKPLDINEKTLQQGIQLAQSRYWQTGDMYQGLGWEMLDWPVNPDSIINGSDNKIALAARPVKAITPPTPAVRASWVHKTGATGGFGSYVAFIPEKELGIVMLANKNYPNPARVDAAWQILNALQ
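20 mM phosphate pH 7.0 + 0.01% (detergent screen) or 0.0001% Triton X-100; 5.3 nM AmpC reagent; cpd preinc 15 min RT; nitrocefin (800 uM stock) to start; A480 q20 s × 4 min; Activity was normalised to no-enzyme and no-compound control wells.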
AMA1-RON2 inh: disrupts binding of P. falciparum AMA1 to RON2; AlphaScreen AMA1-biotinylated RON2 peptide binding; Potency, µM (highest dose often 58.2 µM), inactives show top-dose activity change, negative = inhibition, hits mostly inhibitors; 360,000 compounds, 0.2% hits; AID 720542;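 further: potency means the concentration at half of the fitted maximal effect; 0% = vehicle wells and -100% = peptide control; nearly all actives have a fitted effect of over 45% in size; some results filed as inactive show a strong effect at the top dose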
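AMA1 (3D7) with his tag at 25 nM final met compounds first, then biotinylated RON2 peptide at 25 nM; detection used donor plus acceptor beads, 10 µg/mL apiece, read by AlphaScreen after 30 min at room temperature.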
Sm TGR block: S. mansoni TGR enzyme inhibition. 360,000 compounds, 3% hits. purified TGR, DTNB reduction, TNB absorbance 405 nm. Q962Y6. Potency, µM (highest dose often 114 µM), for the others: top-dose activity change, negative = inhibition, usual class: inhibitors; further: potency means the concentration at half of the fitted maximal effect; nearly all actives have a fitted effect of over 60% in size
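Kinetic colorimetric format: TGR-catalysed, NADPH-driven DTNB reduction monitored via TNB absorbance. Enzyme dispensed at 20 nM; compound exposure 15 min at room temperature before reaction start.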
FBPA Giardia inh: inhibitors of Giardia lamblia fructose-1,6-bisphosphate aldolase; purified Giardia FBPA; AID 2451; 290,000 compounds, 0.71% hits; Potency, µM (titrated, usually from 59.6 µM), without a hit: top-dose activity, negative = inhibition, hits mostly inhibitors; further: potency means the concentration at half of the fitted maximal effect; nearly all actives have a fitted effect of over 55% in size
Target sequence (A8B2U2 whole entry, looked up): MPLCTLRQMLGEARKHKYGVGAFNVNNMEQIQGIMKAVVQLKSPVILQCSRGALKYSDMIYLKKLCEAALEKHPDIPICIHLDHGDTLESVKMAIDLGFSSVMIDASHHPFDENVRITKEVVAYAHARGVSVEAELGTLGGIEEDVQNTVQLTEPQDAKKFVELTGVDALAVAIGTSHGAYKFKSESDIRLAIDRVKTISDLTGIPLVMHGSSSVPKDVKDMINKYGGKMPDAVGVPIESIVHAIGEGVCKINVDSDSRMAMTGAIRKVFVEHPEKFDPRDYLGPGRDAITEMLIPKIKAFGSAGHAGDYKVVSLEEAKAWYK
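40 nM FBPA preincubated 10 min at RT with compound (up to 57.5 uM final), then substrate plus GAPDH/TPI/NAD/arsenate coupling and diaphorase/resazurin added. Fluorescence read after 20 min at RT, 525/598 nm.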
HCMV inh: blocks human cytomegalovirus replication; HFF cells, HCMV-luciferase reporter, 72 h; active compounds read low; activity change, negative = inhibition, % at 57.5 µM; 410,000 compounds, 4.5% hits; in the data active means activity change below about -60%; inconclusive means no clear call, values can overlap the other calls; inactive means above about -39%
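HFF cells seeded 16 h at 37C, treated with compounds, infected with luciferase-reporter HCMV at MOI 1 PFU/cell; luciferase read at 72 h post infection, normalized to buffer-only and Salinomycin controls.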
* = called active by the depositor; ? = inconclusive; / = no result given; [ ] = dose if it differs, or a comment. Unless noted, the call rests on the fitted dose curve; in most records, active means well fitted curve in the direction sought with a large enough effect; inconclusive means small, poorly fitted or top-dose-only effect, or another doubt; inactive means no such curve, though single readings can be large; an effect the other way counts as inactive or inconclusive. Unless noted, on the % scale 0 is the no-effect control and ±100 the full control effect.

The first 5 entries, to show the layout:
SMILES	HCV inhibitor	AmpC inh detg	AMA1-RON2 inh	Sm TGR block	FBPA Giardia inh	HCMV inh
COc1ccc(C(=O)Nc2ccccc2C(=O)NC(Cc2ccc(O)cc2)C(=O)NNC(=O)c2ccccc2)cc1 (stereo not given)	-3%	-7%	23%	-10%	-4%	2
O=C(O)CCC(=O)NCC1OCCc2ccccc21 (stereo not given)	15%	-1%	-1%	1%	-3%	2
OCC(O)/C=N/Nc1nc(N2CCCCC2)nc(N2CCCCC2)n1 (stereo not given)	23%	3%	6%	1%	-2%	?
COc1cc(C2/C(=C(\O)c3ccc4c(c3)CC(C)O4)C(=O)C(=O)N2CC2CCCO2)cc(OC)c1OC (stereo not given)	29%	4%	2%	3%	-2%	6
Cc1nn(Cc2ccc(Cl)cc2Cl)c(Cl)c1/C=N/NC(=O)CNc1cccc(C(F)(F)F)c1	-3%	-12%	/	1%	-4%	/

The whole of this part, from the start:
SMILES	HCV inhibitor	AmpC inh detg	AMA1-RON2 inh	Sm TGR block	FBPA Giardia inh	HCMV inh
COc1ccc(C(=O)Nc2ccccc2C(=O)NC(Cc2ccc(O)cc2)C(=O)NNC(=O)c2ccccc2)cc1 (stereo not given)	-3%	-7%	23%	-10%	-4%	2
O=C(O)CCC(=O)NCC1OCCc2ccccc21 (stereo not given)	15%	-1%	-1%	1%	-3%	2
OCC(O)/C=N/Nc1nc(N2CCCCC2)nc(N2CCCCC2)n1 (stereo not given)	23%	3%	6%	1%	-2%	?
COc1cc(C2/C(=C(\O)c3ccc4c(c3)CC(C)O4)C(=O)C(=O)N2CC2CCCO2)cc(OC)c1OC (stereo not given)	29%	4%	2%	3%	-2%	6
Cc1nn(Cc2ccc(Cl)cc2Cl)c(Cl)c1/C=N/NC(=O)CNc1cccc(C(F)(F)F)c1	-3%	-12%	/	1%	-4%	/
COc1ccc(NC(=O)c2c(NC(=O)CNCC(C)C)sc3c2CCC3)c(OC)c1	10µM*	0%	57%[activator]	/	0%	-4
CCc1ccc(-n2nc(CO)c(C(=O)NCCCCc3ccccc3)n2)cc1	/	0%	/	-3%	/	-24
CCCCCn1c(N2CCOCC2)nc2c1c(=O)n(CC(N)=O)c(=O)n2C	4%	?	17%	-3%	2%	9
Cc1cc(SCC(=O)N(C)C2CCCCC2)nc2ccccc12	4%	/	-8%	/	/	-24
Cc1ccc(CSc2nnc(-c3ccncc3)n2CC2CCCO2)cc1 (stereo not given)	-12%	-9%	0%	-9%	8%	-11
COc1cccc(C(CC(=O)O)NS(=O)(=O)c2ccc3c(c2)N(C(C)=O)CC(C)O3)c1 (stereo not given)	13%	2%	0%	0%	11%	-14
O=C(Nc1cc(Cl)cc(Cl)c1)c1cccnc1	7%	?	3%	0%	6%	-10

Just Sm TGR block, HCMV inh and FBPA Giardia inh, for some of the entries so far:
SMILES	Sm TGR block	HCMV inh	FBPA Giardia inh
O=C(Nc1cc(Cl)cc(Cl)c1)c1cccnc1	0%	-10	6%
O=C(O)CCC(=O)NCC1OCCc2ccccc21 (stereo not given)	1%	2	-3%

Following part.
SMILES	HCV inhibitor	AmpC inh detg	AMA1-RON2 inh	Sm TGR block	FBPA Giardia inh	HCMV inh
CCCCn1c(CN2CCN(C)CC2)nc2ccccc21	15%	?	1%	-15%	-18%	-19
CCOC(=O)c1sc(SC)nc1N	-2%	?	14%	5%	3%	15
Cc1c(C(=O)NCC(c2ccc(Cl)cc2)N2CCOCC2)oc2ccccc12 (stereo not given)	/	18%	/	-1%	/	22
CCOC(=O)c1sc2ncnc(OC)c2c1C	9%	-10%	12%	3%	3%	9
CCOc1cc2sc(N3CCC(C(=O)Nc4ccc(C)cc4)CC3)nc2cc1Br	/	8%	/	9%	/	102
CC[C@@]12C(=O)N(c3cccc(Br)c3)C(=O)N1[C@H](c1ccc(Cl)cc1)[C@@H]1C(=O)N(C3CCCCC3)C(=O)[C@@H]12	-6%[8.37 µM]	-15%	-8%	-4%	-10%	-19
O=C(NC1CCCC1)c1ccc2c(c1)N(Cc1ccc(C(F)(F)F)cc1)C(=O)c1ccccc1S2	/	3%	/	16%	/	-10
COC(=O)Cn1ccc(N(C)C)c(C#N)c1=O	25%	-21%	4%	0%[11.4 µM]	0%	1
COc1ccc(N2CCN(C(=O)CCc3ccccc3OC)CC2)cc1	0%	-11%	-10%	-13%	-4%	-22
Cc1ccc(C(=O)Nc2ccc3oc(-c4cc(Br)ccc4Cl)nc3c2)cc1	/	13%	/	1%	/	-27
COc1ccc(C(=O)N2CCN(C(=O)COc3ccc(Br)cc3)CC2)cc1OC	/	10%	/	5%	/	21
CC12CCC3C(CCC4CC(=O)OCC43C)C1CCC2O (stereo not given)	-4%	/	-6%	/	/	-29
COc1ccc([C@H]2[C@H](C(=O)C(C)(C)C)N3N=Cc4ccccc4C3C23C(=O)OC(C)(C)OC3=O)cc1 (stereo not given in full)	-8%	-4%	11%	-1%	-8%	-31
CC1=NN(c2ccccc2)C(=O)/C1=C\c1cc(C)n(-c2cccnc2)c1C	-24%	0%	14%	-22%	-1%	-73*
Cn1nccc1C(=O)N1CCC(Cc2ccccc2)CC1	-1%	-12%	0%	-1%	/	11
O=C(CN1C(=O)/C(=C/c2ccccc2)SC1=S)Nc1ncc(Cc2ccccc2)s1	20%	0%	65%[activator]	0%	1%	-27
Cc1ccc(S(=O)(=O)N2CCCCC2)cc1NC(=O)CSc1nc(N)cc(=O)[nH]1	-4%	/	-3%	/	/	0
COC(=O)c1sccc1NC(=O)Nc1ccccc1OC	2%	2%	2%	10%	-13%	-14
CSCCC(NC(=O)c1ccc(Cl)cc1Cl)C(=O)NNC(=O)c1ccncc1 (stereo not given)	-2%	-6%	145%[activator]	-2%	/	-36
COc1ccccc1CNC(=O)CN(Cc1ccc(Cl)cc1)S(C)(=O)=O	-8%	-1%	-14%	-10%	1%	-19
COc1ccc(CNCCC2(Cc3ccccc3)CC(C)N(C)CC2C)cc1OC (stereo not given)	7.9µM*	-8%	-2%	34%	-12%	0
CCCNC(=S)N1CCN(CC)CC1	21%	-15%	-20%	0%	?	3
CCCOc1ccc(Oc2ccc(S(=O)(=O)N3CCN(C)CC3)cn2)cc1	?	-10%	-5%	-1%	/	-3
COc1ccccc1-n1c(C)c(C(=O)O)c2cc(OC)c3ccccc3c21	6%	-1%	-17%	-17%	-11%	-23
COc1cc(C)c(Cl)cc1S(=O)(=O)N1CCSC1	5%	?	-11%	16%	-17%	-13
COc1cccc(C(=O)Nc2cc(-c3cn4cccnc4n3)ccc2C)c1OC	/	1%	/	-4%	/	10
Cc1nc2[nH]c(=S)[nH]c(=O)c2nc1C	13%	/	10%	/	/	9
C[C@@]12CCC=C[C@H]1[C@H](c1ccc3ccccc3c1/C=C/c1ccccc1)N(Cc1ccccc1)C2=O	34%[activator][8.37 µM]	1%	0%	5%	7%	-18
CCc1ccc(NC(=O)CNC(=O)c2nn(-c3ccc(OC)cc3)c(=O)c3ccccc23)cc1	?	5%	-4%	4%	-4%	33
Cc1ccc(S(=O)(=O)NCCNc2ccc([N+](=O)[O-])cc2)cc1	-21%	-4%	-2%	5%	7%	-8
O=C1CCC(C(=O)OCc2cc(=O)oc3ccc4ccccc4c23)=NN1	-4%	3%	3%	-4%	0%	-23
Cc1ccsc1/C=N/NC(=O)c1cccs1	-16%	-8%	2%	-3%	-5%	22
Cn1c(CN2CCOCC2)nnc1SCc1ccccc1	-5%	-1%	-3%	-29%	/	-18
CCCCC1(CC)SCC(=O)NC1=O (stereo not given)	23%	/	15%	/	/	15
O=C(C1CCCN(Cc2ccccc2Cl)C1)N1CCCCC1 (stereo not given)	11%	1%	8%	-9%	?	15
NC(=O)N/N=C/c1cc(Br)ccc1OCC(=O)NCc1ccccc1	?	-2%	4%	-7%	-1%	48

Full records as entered above:
COc1cc(C)c(Cl)cc1S(=O)(=O)N1CCSC1 is entered as HCV inhibitor = 5%; AmpC inh detg = ?; AMA1-RON2 inh = -11%; Sm TGR block = 16%; FBPA Giardia inh = -17%; HCMV inh = -13
NC(=O)N/N=C/c1cc(Br)ccc1OCC(=O)NCc1ccccc1 is entered as HCV inhibitor = ?; AmpC inh detg = -2%; AMA1-RON2 inh = 4%; Sm TGR block = -7%; FBPA Giardia inh = -1%; HCMV inh = 48

Later entries.
SMILES	HCV inhibitor	AmpC inh detg	AMA1-RON2 inh	Sm TGR block	FBPA Giardia inh	HCMV inh
Cc1[nH]c(C)c(S(=O)(=O)N2CCN(c3ccc(Cl)cc3)CC2)c1C(=O)N1CCCC1	11%	-1%	-4%	-15%	/	-27
Cc1cccc(-n2nc([N+](=O)[O-])c(N3CCN(C(=O)c4ccco4)CC3)[n+]2[O-])c1	4%	?	1%	4%	-9%	8
Cc1cc(C(=O)N2CCN(c3ccccc3)CC2)no1	14%	2%	14%	?	5%	14
O=C(CSCc1ccc(Cl)cc1)Nc1ccc2c(c1)OCO2	4%	-13%	18%	-16%	-12%	-20
COC12C(COC(N)=O)C3=C(C(=O)C(C)=C(N)C3=O)N1CC1C2N1C (stereo not given)	?	6%	7%	13µM*	?	-105*
CCc1cc(C(c2ccc(F)cc2)N2CCOCC2)c(NC(=O)c2ccccc2)s1 (stereo not given)	-12%	1%	-1%	4µM*	/	2
CCN1CCN(CCCNC(=O)c2cnn(-c3ccc(OC)cc3)c2C2CCN(C(=O)OC(C)(C)C)CC2)CC1	/	11%	/	-2%	/	?
CN(CCC#N)C(=S)NC(=O)c1ccc(S(=O)(=O)N2CCOCC2)cc1	-8%	-16%	97%[activator]	-12%	16µM*	25
Cc1cccc(C(=O)NC(C)c2ccc(-n3ccnc3)cc2)c1C (stereo not given)	-1%	/	-15%	/	/	10
CCN(C(=O)CN1CCC(C(=O)OC)CC1)c1c(N)n(Cc2ccccc2)c(=O)[nH]c1=O	11%	/	-2%	/	/	56
CCCc1cc(C(=O)N2CCCC(N3CCN(c4ccccc4C)CC3)C2)n(C)n1 (stereo not given)	?	-8%	3%	-30%	11%	21
CCn1c2ccccc2c2cc(/C=N/NC(=O)c3ccc(O)cc3)ccc21	18µM*	-8%	-7%	6%	-11%	-38
CC1(c2nnc(-c3cccc(Cl)c3)o2)CC(c2ccccc2)=NO1 (stereo not given)	9%[8.37 µM]	/	5%	/	/	-12
O=C1C(=O)c2ccccc2C(O)=C1c1cccc([N+](=O)[O-])c1	-17%	5%	-5%	9%	?	-66*
COc1cc(C=O)ccc1OCCOCCOc1cc(C)ccc1Cl	-13%	-7%	5%	-5%	-4%	44
COc1ccc(CNC(=O)C(=O)Nc2c3c(nn2-c2ccccc2)CSC3)cc1	/	-2%	/	2%	/	-8

Compound activity as filed in PubChem BioAssay.
